High-throughput results: PubChem, National Center for Advancing Translational Sciences (NCATS)
DT40 TDP1 CPT – growth inhibition of DT40 Tdp1-/-;hTDP1 cells with camptothecin (screen for TDP1 inhibitors); Potency, µM (titrated, usually from 46.2 µM), without a hit: top-dose activity change, negative = growth inhibition, most hits filed as inhibitors; 420,000 compounds, 12% hits; chicken DT40 Tdp1-/-;hTDP1 cells + 20 nM CPT, ATP luminescence, 48 h; further: nearly all actives have a fitted effect of over 55% in size
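Chicken DT40 Tdp1-/- cells stably complemented with human TDP1 were seeded at 400 cells/well in medium containing 20 nM camptothecin, exposed to pin-transferred compounds, and grown at 37 °C for at least 48 hr. Viability was read as ATP luminescence.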
GCN5L2 inh – GCN5L2 (KAT2A) acetyltransferase inhibition. GCN5L2 HAT assay, ThioGlo1 CoA-SH fluorescence. Potency, µM (doses to about 58.9 µM), for inactives: at the top dose activity change, negative = inhibition, hits mostly inhibitors. 390,000 compounds, 0.21% hits. AID 504327
Target sequence (Q92830 whole entry, looked up): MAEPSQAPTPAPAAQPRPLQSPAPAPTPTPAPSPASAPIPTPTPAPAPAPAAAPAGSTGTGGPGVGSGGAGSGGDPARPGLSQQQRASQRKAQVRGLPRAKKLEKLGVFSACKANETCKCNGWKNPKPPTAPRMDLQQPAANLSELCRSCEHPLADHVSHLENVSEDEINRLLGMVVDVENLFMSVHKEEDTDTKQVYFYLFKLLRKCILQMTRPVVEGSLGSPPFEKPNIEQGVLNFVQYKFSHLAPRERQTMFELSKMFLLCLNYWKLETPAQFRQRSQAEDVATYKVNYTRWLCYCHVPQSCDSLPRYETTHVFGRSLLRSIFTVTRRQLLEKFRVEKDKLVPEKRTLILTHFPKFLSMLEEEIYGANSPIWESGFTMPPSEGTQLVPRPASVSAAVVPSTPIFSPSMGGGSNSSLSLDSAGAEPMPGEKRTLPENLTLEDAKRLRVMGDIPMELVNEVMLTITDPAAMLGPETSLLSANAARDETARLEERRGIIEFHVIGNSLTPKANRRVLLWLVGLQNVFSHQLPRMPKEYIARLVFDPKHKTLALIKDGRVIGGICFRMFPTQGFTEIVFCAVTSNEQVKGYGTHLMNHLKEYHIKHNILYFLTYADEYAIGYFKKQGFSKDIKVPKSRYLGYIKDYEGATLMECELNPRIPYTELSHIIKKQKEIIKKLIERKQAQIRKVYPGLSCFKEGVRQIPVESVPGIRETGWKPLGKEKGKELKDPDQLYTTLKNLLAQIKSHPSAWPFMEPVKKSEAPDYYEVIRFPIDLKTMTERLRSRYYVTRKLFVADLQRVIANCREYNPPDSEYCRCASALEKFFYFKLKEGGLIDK
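ThioGlo1-coupled HAT assay: 20nM GCN5L2, 70uM acetyl-CoA, 75uM H3(1-25) peptide, pH 7.5. Fluorescence read at 340/540nm at start and after 20 min at room temperature.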
FEN1 inhibitor – blocks human flap endonuclease 1; P39748; Recombinant FEN1 flap cleavage, fluorescence, 15 min; 390,000 compounds, 0.35% hits; Potency, µM (highest dose often 114 µM), for inactives: at the highest dose activity change, negative = inhibition, usual class: inhibitors; further: nearly all actives have a fitted effect of over 65% in size
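Reaction started by adding substrate (50 nM final) to 10 nM enzyme after 15 min room-temperature compound preincubation. Reads at 0 and 15 min, with data normalized and fitted to a four-parameter Hill equation.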
Numbers without * were called inactive; ? = inconclusive; · = no result given; & = joins results of further samples. The call rests on the fitted dose curve; in most records, active means well fitted curve in the direction sought with a large enough effect; inconclusive means small, poorly fitted or top-dose-only effect, or another doubt; inactive means no such curve, though single readings can be large; an effect the other way counts as inactive or inconclusive. On the % scale 0 is the no-effect control and ±100 the full control effect; potency means the concentration at half of the fitted maximal effect.

SMILES,DT40 TDP1 CPT,GCN5L2 inh,FEN1 inhibitor
CC1CCN(S(=O)(=O)c2cc(C(=O)N3CCN(c4cccc(Cl)c4)CC3)n(C)c2)CC1,?,2%,-20%
Cc1ccc2nc(N(Cc3cccnc3)C(=O)c3ccc4c(c3)OCCO4)sc2c1,2%,-13%,-7%
CCc1cccc(C)c1NS(=O)(=O)c1c(C(=O)N2CCC(C)CC2)c(C)n(C)c1C,18µM*,-2%,15%
Cc1ccc2c(N)c(C(=O)c3ccccc3)sc2n1,-25%,-18%,5%
CCOc1ccccc1C(=O)OCC(=O)NCc1ccc2c(c1)OCO2,2%,-5%,-5%
COc1ccc(N(C(=O)c2snc(C(N)=O)c2N)C(C(=O)NC2CCCC2)c2ccco2)c(OC)c1 (stereo not given),?,-7%,1%
COc1ccc(S(=O)(=O)NCc2ccco2)cc1-c1nnc2c3ccccc3c(C)nn12,-19%,-2%,16%
O=C(Nc1cccc(C(=O)O)c1)/C(=C\c1ccco1)NC(=O)c1ccc(Br)o1,-4%,-7%,-25%
O=c1cnc2cnc(N3CCNCC3)nc2n1C1CC1,7%,?,·
Cc1cccc(NC(=O)CSc2cccc3cccnc23)c1C,2%,-7%,15%

Other results.
SMILES,DT40 TDP1 CPT,GCN5L2 inh,FEN1 inhibitor
O=C(Nc1cccc(CNCCc2c[nH]c3ccccc23)c1)c1ccccc1Cl,?,1%,2%
Nc1ccccc1Sc1nc2ccccc2[nH]1,13µM*,?,-8%
COc1cccc(NC(=O)C(C)n2c(=O)cc(C(F)(F)F)c3c(C)nn(C)c32)c1 (stereo not given),16µM*,-2%,5%
CC(NC(=S)Nc1ccc(S(N)(=O)=O)cc1)c1ccc2c(c1)OCO2 (stereo not given),?,-1%,12%
COC(=O)c1ccccc1NC(=O)Nc1cc(C(C)(C)C)on1,7%,0%,-8%
CCCCc1ccc(NC(=O)Nc2c(C)n(C)n(-c3ccccc3)c2=O)cc1,4%,-19%,-10%
O=C(COc1ccc([N+](=O)[O-])cc1)Nc1cccc2cccnc12,·,-4%,-1%
CCOC(=O)Cc1csc(NC(=S)NC(=O)c2ccc(Cl)cc2)n1,?,-4%,-3%
COc1ccc(NC(=O)N(C)C[C@H]2Oc3c(NC(=O)c4nc5ccccc5s4)cccc3C(=O)N([C@@H](C)CO)C[C@H]2C)cc1,?,-7%,-13%
CN1C(=O)C(c2ccccc2[N+](=O)[O-])C(=O)c2ccccc21 (stereo not given),-23%,1%,-4%

Next compounds follow:
SMILES,DT40 TDP1 CPT,GCN5L2 inh,FEN1 inhibitor
CCN(CC(=O)Nc1c(F)cccc1F)C(=O)CNC(=O)c1ccco1,22%,2%,-3%
CCOC(=O)C(C)n1cnc2c(nnn2-c2cccc(Cl)c2)c1=O (stereo not given),-5%,-4%,-5%
Cc1cccc(-c2noc(-c3ccc(N4CCN(C)CC4)c([N+](=O)[O-])c3)n2)c1,?,-6%,8%
CSCC[C@H](NC(=O)OC(C)(C)C)c1nnc(SCC(=O)Nc2ccc(C)cc2C)o1,7%,-5%,-16%
c1ccc(SCCOCCn2cncn2)cc1,-16%,-8%,-4%
O=C(Nc1ccccc1N1CCOCC1)c1ccc(OCc2cscn2)cc1,-9%,-4%,-15%
COc1ccc(C(=O)Nc2ccc3[nH]ccc3c2)cc1,?,·,7%
Cc1cccc(NC(=S)NC(C)C(c2cccs2)N2CCN(C)CC2)c1C (stereo not given),-19%,-24%,-1%
CCOC(=O)c1c(NC(=O)CN2CCOCC2)sc2c1CCCC2=O,-8%,1%,-6%
CN1C(=C2C(=O)OC(C)(C)OC2=O)Sc2ccccc21,?,-7%,5%

Continued.
SMILES,DT40 TDP1 CPT,GCN5L2 inh,FEN1 inhibitor
Cc1nc(C(F)(F)F)ccc1C(=O)N1CCCCC1,-1%,-2%,1%
COc1ccc(-c2nnn(CCc3nn[nH]n3)n2)cc1OC,-36%,-2%,-4%
O=C1CS(=O)(=O)C2(C(=O)N(Cc3ccccc3)c3ccccc32)N1c1ccc(F)c(Cl)c1 (stereo not given),-29%,24%,15%
Cc1cc(=O)oc2cc(OCC(=O)Nc3c(C(C)C)cccc3C(C)C)ccc12,?,-6%,-11%
C=CCOc1ccc(/C(O)=C2/C(=O)C(=O)N(CCCN3CCOCC3)C2c2ccccc2)cc1 (stereo not given),?,·,-3%
O=C(O)c1ccc(N2C(=O)CC(N3CCN(c4cccc(C(F)(F)F)c4)CC3)C2=O)cc1 (stereo not given),-4%,1%,1%
O=C(N/N=C/c1ccncc1)c1cccc(N/N=C/c2ccncc2)c1,?,-5%,?
CCC/C(=N\NC(=O)CNC(=O)c1ccc(Cl)cc1)c1ccccc1,10%,-8%,-8%
CCCOC1CCCN(C(=O)c2cc(COc3c(F)cccc3F)on2)C1 (stereo not given),?,-3%,-8%
CCNC(=S)Nc1ccc(OCC)cc1,1%,4%,0%

New compounds follow
SMILES,DT40 TDP1 CPT,GCN5L2 inh,FEN1 inhibitor
Cc1cc(C)n(C(=O)COc2ccccc2C)n1,-16%,1%,3%
C/C(CCc1oc2ccc(Cl)cc2c1-c1ccc(C)o1)=N\O,?,-12%,-15%
O=S(=O)(NCCCN1CCOCC1)c1ccc2ccccc2c1,-16%,-2%,-10%
O=C(CCCn1cnc2ccccc2c1=O)Nc1ccccc1F,8%,-5%,-2%
O=S(=O)(Cc1ccccc1)Nc1cccc(F)c1,23%,-6%,12%
Cc1ccc(S(=O)(=O)Nc2ccc3c(c2)C(=O)N([C@H](C)CO)C[C@H](C)[C@@H](CN(C)C(=O)Nc2ccc4c(c2)OCO4)O3)cc1,-4%,0%,-3%
CC(=O)C(Cc1ccccc1)NC(=O)CN1c2cccc3cccc(c23)S1(=O)=O (stereo not given),1%,-1%,2%
COc1ccc2[nH]c3c(=O)n(/N=C/c4ccc(OC)c(CN5CCCC5)c4)c(C)nc3c2c1,?,-6%,?
COC(=O)c1c(NC(=O)C(C)C)sc2c1CCN(Cc1ccccc1)C2,-26%,-2%,-24%
CC(CN1CCCCC1)C(=O)NNC(=O)C12CC3CC(CC(C3)C1)C2 (stereo not given),6%,-2%,5%

(list continues)
SMILES,DT40 TDP1 CPT,GCN5L2 inh,FEN1 inhibitor
O=C(O)COc1ccc(NC(=O)C(c2ccccc2)c2ccccc2)cc1,-6%,-7%,-9%
COc1cc2c(cc1NC(=O)CCCCCN1C(=O)CCC1=O)oc1ccccc12,?,-3%,-26%
CC(C)N(Cc1ccccc1)C(=O)CN1C(=O)CSc2ccc(S(=O)(=O)N3CCCC3)cc21,12µM*,-10%,-1%
O=C1Nc2ccccc2/C1=C/c1cccnc1,?,-4%,-14%
CC(=O)Nc1ccc(S(=O)(=O)NCc2ccc(C(=O)NC(C)c3ccccc3)cc2)cc1 (stereo not given),-17%,-2%,-11%
CCOc1ccc(NC(=O)CC2C(=O)NCCN2C(=O)c2ccc(Cl)cc2)cc1 (stereo not given),-8%,-5%,5%
CSc1ccccc1C(=O)N1CCCC(CNC(=O)c2ccc(F)cc2)C1 (stereo not given),-2%,1%,-1%
CCOCCCNS(=O)(=O)c1ccc(NC(=O)N2c3ccccc3Sc3ccccc32)cc1,23µM*,-5%,-19%
C=CCN1C(=O)/C(=C2/Sc3ccc(OC)cc3N2C)SC1=NCc1ccccc1,?,-1%,11%
CCC1=NN(C(=O)c2cccc([N+](=O)[O-])c2)C(O)(c2ccc(C)cc2)C1 (stereo not given),?,-15%,-23%

The results go on.
SMILES,DT40 TDP1 CPT,GCN5L2 inh,FEN1 inhibitor
CCOc1ccc(-n2nnnc2SCC(=O)NC2CCCC2)cc1,?,1%,-5%
COc1cccc(-n2nnc3c(=O)n(Cc4ccc(C)cc4)cnc32)c1,0%,-15%,-20%
O=C(c1ccco1)N1c2ccccc2Sc2ccccc21,?,-10%,-7%
CCOC(=O)C1CCCN(C(=O)CCNS(=O)(=O)c2cc(Br)cnc2N)C1 (stereo not given),6%,-3%,-4%
Oc1ccccc1C=Nc1ccccc1-c1nc2ccccc2[nH]1,?,-11%,-9%
CCOc1ccc(NC(=O)Cn2nnc(-c3ccccc3NC(=O)CC)n2)cc1,?,-4%,2%
CCCNC(=O)CN(C1CCCCC1)S(C)(=O)=O,-6%,·,-5%
O=C(NCc1ccccc1)c1cc(-c2ccncc2)nc2ccc(S(=O)(=O)N3CCOCC3)cc12,-1%,-2%,2%
Cc1ccc(S(=O)(=O)NCCC(=O)Nc2cc(F)ccc2C)cc1C,3%,-1%,-9%
CCCN1CCN(c2cc3c(cc2F)c(=O)c(S(=O)(=O)c2ccc(Cl)cc2)cn3C)CC1,?,-1%,8%

A draw from above in order of number of heavy atoms, largest number first.
SMILES,DT40 TDP1 CPT,GCN5L2 inh,FEN1 inhibitor
O=C(Nc1ccccc1N1CCOCC1)c1ccc(OCc2cscn2)cc1,-9%,-4%,-15%
O=C(O)COc1ccc(NC(=O)C(c2ccccc2)c2ccccc2)cc1,-6%,-7%,-9%
O=C(N/N=C/c1ccncc1)c1cccc(N/N=C/c2ccncc2)c1,?,-5%,?
O=S(=O)(NCCCN1CCOCC1)c1ccc2ccccc2c1,-16%,-2%,-10%
COc1ccc(-c2nnn(CCc3nn[nH]n3)n2)cc1OC,-36%,-2%,-4%
CCCNC(=O)CN(C1CCCCC1)S(C)(=O)=O,-6%,·,-5%
CCNC(=S)Nc1ccc(OCC)cc1,1%,4%,0%

New compounds follow.
SMILES,DT40 TDP1 CPT,GCN5L2 inh,FEN1 inhibitor
Cc1ccc(N2CCN(S(=O)(=O)c3ccc4oc(=O)ccc4c3)CC2)c(C)c1,16µM*,-3%,15%
COc1cccc2c1CCC1=CC(=O)CC[C@@]12C,-16%,-8%,·
O=C(O)c1ccccc1C(=O)NCCc1ccc(Cl)cc1,-19%,-4%,18%
CCOC(=O)c1cc(C)n(CC2CCC(C(=O)Nc3ccc(OC)cc3)CC2)c1C (stereo not given),15µM*,3%,-1%
COc1cccc(CNC(=O)CCS(=O)(=O)c2ccc3c(c2)oc(=O)n3C)c1,-27%&-13%,-2%&-7%,-8%&19%
COc1ccc(C(C(=O)NC2CCCC2)N(CCC(C)C)C(=O)CCC(=O)Nc2cc(C)on2)cc1 (stereo not given),?,-1%,-3%
CCCc1[nH]nc2c1C(c1cc(OC)ccc1F)C(C#N)=C(N)O2 (stereo not given),-3%,-4%,-4%
COc1ccc(S(=O)(=O)Nc2c(NC3CCCCC3)c3ccccc3oc2=O)cc1Cl,?,?,17%
O=S(=O)(c1cccc2ccccc12)N1CCSC1,-5%,0%,-8%
O=C(CNC(=O)c1sc2ccccc2c1Cl)NCc1cccc(C(F)(F)F)c1,0%,1%,0%

Continued.
SMILES,DT40 TDP1 CPT,GCN5L2 inh,FEN1 inhibitor
O=C(Cc1csc(Nc2nc(=S)[nH]c3ccccc23)n1)N1CCN(c2cccc(Cl)c2)CC1,15µM*,-3%,-5%
Fc1ccc(NCc2cccnc2)cc1,7%,3%,1%
O=C(COC(=O)/C=C/c1cccc(C(F)(F)F)c1)NCCN1C(=O)CSC1=O,1%,-2%,2%
COC(=O)c1cnn(-c2cc(Oc3ccccc3)ncn2)c1N,-34%,-5%,-2%
Cc1cc(C)n2cc(CSCc3ccccc3)nc2n1,-9%,?,1%
CC(C(=O)OCC(=O)c1ccc([N+](=O)[O-])cc1)N1C(=O)C2C3C=CC(C3)C2C1=O (stereo not given),16µM*,-25%,2%
Cc1cccc(C(=O)Nc2cccc3cccnc23)c1,7%,-13%,-9%
COc1ccc(/C=N/NC(=O)c2cc(-c3ccccc3)nc3ccccc23)c(C(=O)O)c1OC,-16%,-3%,15%
Fc1ccc(NC(=S)N2CCn3cccc3C2c2cccnc2)cc1 (stereo not given),-10%,-13%,7%
Cc1ccc(NC(=O)CN(C)CC(=O)Nc2ccccc2Oc2ccccc2)cc1,8%,-16%,-2%

Remaining list, next part:
SMILES,DT40 TDP1 CPT,GCN5L2 inh,FEN1 inhibitor
Cc1ccc(S(=O)(=O)CCC(=O)Nc2nnc(-c3ccc(F)cc3)o2)cc1,?,-1%,-1%
COc1ccc(-c2c(C)cc3oc(=O)cc(-c4ccccc4)c3c2C)cc1,23µM*,-10%,-2%
COc1cccc(C(=O)/C=C/Nc2ccc(S(=O)(=O)Nc3cc(OC)nc(OC)n3)cc2)c1,-7%,-13%,-5%
O=C(Nc1ccccc1F)C1CCCC1,1%,·,3%
Cc1ccc(N2CC(C(=O)NCc3ccc4c(c3)OCO4)CC2=O)cc1C (stereo not given),-26%,-26%,1%

These rows are one share of the data; rates above refer to the full screens.
